Source: PubChem BioAssay (several laboratories)
GAA850 FXN act: activators of GAA850 frataxin (FXN) promoter. HEK293 lucGAA850 FXN promoter luciferase reporter, 24 h; percent of 10 µM SAHA response. activation, % at 6 µM. 0.56% of 360,000 active. AID 540364;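 active = activation above the average of all compounds screened plus 3 SD, cutoff fixed separately per campaign, cut at about 7.5% in these data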;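 note: 0% = DMSO wells and 100% = 10 µM SAHA wells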
DAX1 inh-1: inhibits human nuclear receptor DAX1 | P51843 | HEK293 Gal4-DAX1 luciferase reporter, luminescence | inhibition, % at 6.75 µM | 0.99% of 340,000 active | AID 504766;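 active = inhibition above the mean over all tested compounds plus 3 SD, cut at about 4.2% in these data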;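 note: 0% = DAX1-transfected cells with DMSO and 100% = empty-vector control cells with DMSO; inhibition shows as a rise in luminescence from relieved DAX1 repression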
HGIII-sPLA2 inh: Blocks human group III sPLA2 activity. Q9NZ20. QFRET BODIPY PC-A2 liposome hydrolysis, fluorescence. inhibition, % at 12.2 µM. 0.56% of 370,000 active. AID 743126;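 active = inhibition above mean plus 3 SD of compounds lying within the high and low control bounds, cut at about 19% in these data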;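 note: 0% = median of test compound wells and 100% = no enzyme DMSO wells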
GC-A act: GC-A (human) enzyme activation | P16066 | HEK293 GC-A cells, cGMP TR-FRET, EC30 ANP; 0% at EC30 ANP, 100% saturating ANP | activation, % at 10 µM | 0.14% of 370,000 active; in the data active = activation above about 40%
Target sequence (P16066 whole entry, looked up): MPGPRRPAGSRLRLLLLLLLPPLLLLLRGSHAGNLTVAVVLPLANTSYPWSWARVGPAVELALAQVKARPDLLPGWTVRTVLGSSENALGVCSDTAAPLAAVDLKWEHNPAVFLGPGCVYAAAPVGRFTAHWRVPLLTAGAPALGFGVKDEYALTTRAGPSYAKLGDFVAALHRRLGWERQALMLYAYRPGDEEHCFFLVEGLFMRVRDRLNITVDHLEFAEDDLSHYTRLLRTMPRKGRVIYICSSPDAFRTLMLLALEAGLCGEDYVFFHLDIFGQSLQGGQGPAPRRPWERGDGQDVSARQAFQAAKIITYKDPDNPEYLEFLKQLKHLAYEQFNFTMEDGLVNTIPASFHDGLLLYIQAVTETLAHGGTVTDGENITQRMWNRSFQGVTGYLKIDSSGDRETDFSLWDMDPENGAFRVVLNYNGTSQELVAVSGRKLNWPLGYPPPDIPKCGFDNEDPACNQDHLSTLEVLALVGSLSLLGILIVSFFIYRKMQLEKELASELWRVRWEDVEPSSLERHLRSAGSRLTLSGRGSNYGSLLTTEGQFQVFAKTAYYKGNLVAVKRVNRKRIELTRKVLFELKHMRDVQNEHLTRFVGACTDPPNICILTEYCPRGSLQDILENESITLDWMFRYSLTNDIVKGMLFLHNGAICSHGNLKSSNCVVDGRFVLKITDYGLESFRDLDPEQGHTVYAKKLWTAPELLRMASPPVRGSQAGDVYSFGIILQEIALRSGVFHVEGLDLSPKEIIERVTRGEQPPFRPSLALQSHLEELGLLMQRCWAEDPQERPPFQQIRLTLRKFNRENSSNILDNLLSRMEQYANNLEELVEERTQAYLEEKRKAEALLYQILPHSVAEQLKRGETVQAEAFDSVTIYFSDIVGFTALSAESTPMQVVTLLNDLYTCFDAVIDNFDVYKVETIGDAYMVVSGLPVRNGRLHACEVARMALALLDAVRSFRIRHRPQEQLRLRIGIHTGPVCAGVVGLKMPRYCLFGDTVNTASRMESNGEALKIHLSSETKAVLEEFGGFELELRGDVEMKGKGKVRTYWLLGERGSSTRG
hgDAF-12 ag: hgDAF-12 agonism, primary luciferase screen | activation, % at 6.8 µM | 1.8% of 370,000 active | HEK293 GAL4-hgDAF12 UAS-luciferase reporter, agonist luminescence; normalized to butyrate control;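 active = activation above a cutoff set at the mean of all screened compounds plus 3 SD, cut at about 10% in these data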;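 note: 0% = DMSO wells and 100% = sodium butyrate wells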
SMARCA2 activ: increases SMARCA2 function in MMTV reporter cells; 1% of 370,000 active; activation, % at 9.1 µM; MG213 cells, MMTV-luciferase reporter, dexamethasone, overnight; in the data active = activation above about 7.8%;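 note: 0% = vehicle wells and 100% = reference activator wells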
ssDAF12 agonist: activators of S. stercoralis DAF-12 nuclear receptor; HEK293 ssDAF-12/GRIP1 lit1-tk-luc reporter, luminescence; % of 3 µM dafachronic acid response; activation, % at 6.8 µM; 1% of 370,000 active; AID 652126;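 active = activation above the mean over all tested compounds plus 3 SD, cut at about 0.9% in these data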;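 note: 0% = DMSO-only wells and 100% = 3 µM delta7-dafachronic acid wells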
proKLK7 act: activates the human kallikrein-7 zymogen. 0.9% of 370,000 active. P49862. activation, % at 7 µM. purified proKLK7, EDANS-DABCYL substrate fluorescence; 100% is mature enzyme control, 0% vehicle;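 active = activation above the mean of all tested compounds plus 3 SD, computed per campaign excluding outliers beyond control limits, cut at about 13% in these data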
DAX1 inh-2: blocks DAX1 repression of SF-1 activated StAR promoter | HEK293T StAR-luciferase reporter, SF-1/DAX-1 repression relief | inhibition, % at 6.8 µM | 1.1% of 370,000 active | AID 652010;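 active = inhibition above the mean over all tested compounds plus 3 SD, cut at about 3.6% in these data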;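 note: 0% = DAX-1 cells with DMSO and 100% = cells lacking DAX-1 with DMSO; higher inhibition means more luminescence from relief of DAX-1 repression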
NPR2 activator: GC-B (human) receptor activation; P20594; HEK293-GC-B cells, CNP EC30, cGMP TR-FRET; 0% at EC30 CNP, 100% saturating CNP; activation, % at 10 µM; 0.11% of 370,000 active; AID 1920062;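 active = activation at 10 µM reaching about 35% in either raw or pattern-adjusted values, limit read from the data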
hcDAF-12 act: H. contortus DAF-12 activation, primary screen; 1.4% of 370,000 active; activation, % at 6.8 µM; AID 652067; HEK293 hcDAF-12 lit1-tk-luc reporter, luminescence; 0% DMSO, 100% Δ7-dafachronic acid;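 active = activation above the mean of all tested compounds plus 3 SD, cut at about 5.5% in these data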;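 note: 100% = response to 3 µM Δ7-dafachronic acid high control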
* marks the source's active call; other numbers are inactive results; . = not tested or not shown.

SMILES	GAA850 FXN act	DAX1 inh-1	HGIII-sPLA2 inh	GC-A act	hgDAF-12 ag	SMARCA2 activ	ssDAF12 agonist	proKLK7 act	DAX1 inh-2	NPR2 activator	hcDAF-12 act
OC1(c2ccc(Cl)cc2)CCN(Cc2cn[nH]c2-c2ccc(F)cc2)CC1	-3.5	2.5	-18	-15	-2.5	-3	-0.9	0.3	-0.9	-9	-0.6
COc1ccccc1CNC(=O)CN1c2cccc3cccc(c23)S1(=O)=O	2.1	-0.8	-5	-5	-1.4	0	-1.5	5.0	-1.2	0	-1.4
CN1CCN(c2ccc(NC(=O)c3ccc([N+](=O)[O-])o3)cc2Cl)CC1	1.7	-1.7	-2	-1	3.3	-4	-0.1	0.3	-1.3	1	0.2
CCC1CCCCN1c1nc2c(C=O)c(C)nn2c2ccccc12 (stereo unspecified)	4.7	-0.2	-2	6	-2.6	5	-1.7	0.5	-0.3	6	-1.5
Nc1[nH]n(-c2ccccc2)c(=O)c1N=Nc1ccc2ncsc2c1	-1.1	-0.2	8	-2	0.4	-1	-1.3	0.7	0.2	-6	0.4
O=C(Nc1sc2c(c1-c1nc3ccccc3[nH]1)CCCC2)C1CCCC1	-0.6	0.1	4	2	-1.1	-2	-0.4	-1.8	1.4	-4	4.3
CCOc1ccccc1N(CC(=O)Nc1ccc(S(=O)(=O)N2CCOCC2)cc1)S(C)(=O)=O	0.3	-0.3	-10	2	0.6	12*	-0.9	0.0	0.5	3	0.1
CCN1C(=O)[C@H]2[C@@H](c3ccc(C)cc3)N3C(=O)N(c4ccc(C)cc4)C(=O)[C@@]3(Cc3ccc(Cl)cc3)[C@H]2C1=O	-1.8	3.0	-6	2	0.1	1	-0.5	-0.2	-0.3	5	1.1
CCC(CC)NC(=O)Cc1ccccc1[N+](=O)[O-]	-1.4	0.8	10	4	1.9	0	0.1	0.1	0.8	7	5.6*
O=C(CCC1CCCN(C(=O)c2cncs2)C1)NCc1ccc(F)c(F)c1 (stereo unspecified)	2.1	-0.4	10	0	1.9	-2	-0.9	0.4	0.7	-1	-0.9

The closing six compounds of the section above lead into the next:
SMILES	GAA850 FXN act	DAX1 inh-1	HGIII-sPLA2 inh	GC-A act	hgDAF-12 ag	SMARCA2 activ	ssDAF12 agonist	proKLK7 act	DAX1 inh-2	NPR2 activator	hcDAF-12 act
Nc1[nH]n(-c2ccccc2)c(=O)c1N=Nc1ccc2ncsc2c1	-1.1	-0.2	8	-2	0.4	-1	-1.3	0.7	0.2	-6	0.4
O=C(Nc1sc2c(c1-c1nc3ccccc3[nH]1)CCCC2)C1CCCC1	-0.6	0.1	4	2	-1.1	-2	-0.4	-1.8	1.4	-4	4.3
CCOc1ccccc1N(CC(=O)Nc1ccc(S(=O)(=O)N2CCOCC2)cc1)S(C)(=O)=O	0.3	-0.3	-10	2	0.6	12*	-0.9	0.0	0.5	3	0.1
CCN1C(=O)[C@H]2[C@@H](c3ccc(C)cc3)N3C(=O)N(c4ccc(C)cc4)C(=O)[C@@]3(Cc3ccc(Cl)cc3)[C@H]2C1=O	-1.8	3.0	-6	2	0.1	1	-0.5	-0.2	-0.3	5	1.1
CCC(CC)NC(=O)Cc1ccccc1[N+](=O)[O-]	-1.4	0.8	10	4	1.9	0	0.1	0.1	0.8	7	5.6*
O=C(CCC1CCCN(C(=O)c2cncs2)C1)NCc1ccc(F)c(F)c1 (stereo unspecified)	2.1	-0.4	10	0	1.9	-2	-0.9	0.4	0.7	-1	-0.9
CCCCCCN=C(C)c1ccccc1O	1.8	-1.6	3	2	0.3	2	-0.9	0.4	-0.1	4	-0.1
CCc1ccc(C2CC(=O)N3CN(c4ccccc4)CSC3=C2C#N)cc1 (stereo unspecified)	-0.5	-0.2	12	1	-0.5	-3	-0.9	0.1	0.6	0	-0.8
Nc1c2c(nc3cccc(Cl)c13)N(c1ccccc1)CC2	-0.8	0.9	-1	-1	0.1	0	1.1*	0.8	0.3	1	7.2*
Clc1ncccc1-c1nnn(-c2ccccc2Br)n1	1.7	1.0	-1	2	1.8	5	-1.4	-0.5	0.0	0	0.5
CCOC(=O)c1nn(-c2ccccc2F)c2nc(-c3ccco3)c(C#N)c(=O)n12	1.0	0.0	18	8	-2.2	-2	-1.3	5.3	-0.5	-4	1.3
CCOC(=O)c1ccc(NC(=O)C2(c3ccccc3)CCOCC2)cc1	-0.3	0.6	-12	1	-1.9	1	-1.0	-0.1	-0.6	-4	-1.8
O=C(Cc1ccc(F)cc1)Oc1ccc(C(=S)N2CCCC2)cc1	1.9	1.2	-7	0	-1.0	-1	-1.3	0.3	0.4	-5	-0.8
O=C(CSc1nnnn1-c1ccc(Cl)cc1)NC1CCS(=O)(=O)C1 (stereo unspecified)	0.6	0.2	1	1	1.2	0	-1.0	0.0	0.2	3	-0.6
CCCCc1cc(=O)oc2c(C)c(OCC(=O)NCCN3CCOCC3)ccc12	5.2	1.0	1	1	1.8	-1	-1.6	-0.1	-1.1	3	-0.6
Cc1ccc(S(=O)(=O)N/N=C/c2ccc(OCC(=O)NC(C)C)cc2)cc1	2.0	-0.1	-5	5	-0.2	0	-1.5	-0.5	-0.1	11	0.4
CC1CC(=O)Nc2ccccc2N1 (stereo unspecified)	1.1	1.1	2	0	-0.2	3	-0.7	-0.4	0.1	1	0.6
CCN(CC)c1ccc(N2C(=O)/C(=C/c3cccnc3)SC2=S)cc1	1.3	1.3	-2	.	0.0	-2	-1.0	0.1	-0.4	.	-2.6
COc1ccc(/C=C/C(=O)NC(=S)NNC(=O)c2cc(OC)c(OC)c(OC)c2)cc1OC	-1.7	.	5	1	0.9	-1	-0.2	0.5	-1.2	-1	0.1
Cc1ccc2nc3c(c(N)c2c1)CCN3c1ccccc1	-1.4	-1.9	-19	2	0.2	-2	-1.6	106*	-0.6	2	-0.3
COc1ccc(-n2c(Cc3cccn3C)nnc2SCC(=O)NCc2ccc(F)cc2)cc1	0.6	2.0	-32	-3	1.4	0	-1.5	0.1	-0.2	-3	-0.6
Cc1ccc(NC(=O)c2ccccc2)cc1OC(=O)c1ccccc1	0.6	-0.5	-18	1	3.0	3	-1.8	-0.3	1.4	-1	-0.1
Oc1[nH]c(=S)sc1/C=C1\C(c2ccccc2)=Nc2ccccc21	4.8	-0.5	-5	2	-1.7	4	-1.4	-0.6	0.3	-2	-0.6
COc1ccc(C(C)C)cc1S(=O)(=O)NC1CCCC1	-1.4	-0.1	0	-2	1.1	-3	-0.7	0.3	0.3	-2	-1.6
CC(C)N1CCN(Cc2cccs2)CC1CCO (stereo unspecified)	3.0	-2.1	2	-1	0.4	0	-0.8	-0.5	0.5	10	1.7
CCSc1nc2sc3c(c2c(=O)n1C1CCCCC1)CCN(C)C3	0.5	1.1	-5	18	0.5	-4	-1.4	-0.6	-0.3	4	-1.3
CCOC(=O)c1sc2cc([N+](=O)[O-])cc(SCCO)c2c1N	1.1	0.7	9	3	0.4	-1	-1.0	0.3	-0.3	-5	-2.0
CCOP(=O)(O)c1ccccc1OCCCCCOc1ccccc1P(=O)(O)OCC	-1.0	0.5	-9	-1	-1.7	-2	-1.3	0.2	0.6	-9	0.2
COc1ccc(C(CNC(=O)c2nn(-c3ccccc3)c(=O)c3ccccc23)N2CCOCC2)cc1 (stereo unspecified)	-1.3	-1.6	10	-3	-1.8	-2	-1.3	0.2	0.4	3	-1.2
O=C(OCc1nc2ccccc2s1)C1CCN(S(=O)(=O)c2cccs2)CC1	1.5	1.5	-6	4	2.6	-1	0.7	-0.5	1.0	6	5.5
O=C(COC(=O)c1cc(Cl)nc2ccccc12)c1ccc(Cl)cc1	-1.0	-1.0	2	-5	-0.9	1	-1.0	0.6	0.2	-4	4.7
Cc1cc(Br)c(Oc2cc(NN3CCCCC3)c([N+](=O)[O-])cc2[N+](=O)[O-])c(Br)c1	0.5	-1.1	4	1	1.3	0	-0.7	-0.4	0.5	1	-1.1
Cc1ccc(N2C(=O)CC(NNC(=O)Cc3ccc(F)cc3)C2=O)cc1Cl (stereo unspecified)	1.3	0.0	-3	0	-3.6	-3	-1.1	0.1	0.7	4	-1.5
CCOc1ccc(CCNC(=O)CN2C(=O)c3cccnc3Oc3ccc(Cl)cc32)cc1	-0.1	-0.8	2	-2	-4.0	-2	-1.6	0.5	-3.4	-4	-2.6
O=C(Nc1cccc(Cl)c1)C1CC1c1ccccc1 (stereo unspecified)	-1.3	1.0	-3	-4	0.1	-3	-0.3	-0.5	0.0	-3	0.4
O=C(OCC#CCSc1nnc(-c2cc3ccccc3cc2O)o1)c1ccc(F)cc1	.	.	-10	0	5.3	.	-1.1	.	.	-7	1.4
O=C(/C(=N\O)n1cncn1)c1ccc(Cl)cc1Cl	2.5	-1.2	-7	1	-0.2	1	-0.1	0.0	-0.3	-4	-1.2
Cc1ccc(-n2c(-c3nn(C)cc3Cl)n[nH]c2=S)cc1	1.6	0.0	9	1	-3.1	0	-1.2	0.2	-0.2	-6	-0.1
COC(=O)c1cc(Cl)c(NC(=O)c2ccc(C(C)(C)C)cc2)cc1OC	0.0	0.0	-2	-7	-0.4	-2	-1.8	0.0	-0.4	-2	-1.8
COC(=O)c1cccc(Cn2c(Cl)c(/C=N/NC(=O)c3ccccc3Cl)sc2=O)c1	-0.3	-0.2	-6	-2	0.0	-3	-1.7	-0.2	-0.5	-1	1.2
CN(C)CCC#CC(O)(c1ccccc1)c1ccccc1	2.3	1.7	11	1	-0.1	-1	-0.4	0.1	0.1	-3	0.5
CC1Oc2ccccc2N(CC(=O)NCC2CCCO2)C1=O (stereo unspecified)	-2.1	-0.7	4	-2	5.8	1	-0.8	0.1	1.0	-7	-0.7
CN(c1ccccc1)S(=O)(=O)c1ccc(C(=O)Nc2nccs2)cc1	-0.4	0.8	0	0	0.3	3	-1.0	-0.8	-0.4	0	-0.8
Cc1ccc(C(=O)N/C(=C\c2ccc(Cl)cc2)C(=O)NCCN2CCOCC2)cc1	-1.8	3.1	0	4	0.6	-1	-0.7	-0.2	0.3	-2	-0.3
O=C(CSCCO)Nc1ccc(C2CCCCC2)cc1	-1.1	-0.4	-2	2	3.3	-7	-1.2	0.0	1.4	-1	-0.6
Cc1ccc(NC(=O)CNCc2ccccc2)cc1Br	-0.7	2.0	1	-6	1.1	2	-1.8	0.2	0.6	5	0.5
Cc1ccc([C@@H]2CC(=O)[C@@H]3CN(S(=O)(=O)c4ccc(C)cc4)[C@H](c4ccccc4)C[C@@H]3N2S(=O)(=O)c2ccc(C)cc2)cc1	.	.	-12	1	2.3	-4	0.4	-0.4	-0.8	1	-0.2
CCCCN1CNC(=S)N(CCc2ccccc2)C1	3.3	0.4	10	0	-0.7	-4	-0.8	-0.5	0.6	1	0.6
C/C(=N\NC(=O)C(N)=O)c1ccc2c(c1)OCCO2	0.4	-0.1	-3	2	4.4	0	-1.7	-0.2	-0.2	3	0.2
